Screens: PubChem, The Scripps Research Institute Molecular Screening Center
LYPLA2 counter: blocks human lysophospholipase 2, a PME1 counter-screen; actives 0.38% (n = 320,000); inhibition, % at 5.9 µM; O95372; recombinant LYPLA2, FP-Rh probe fluorescence polarization; AID 2177;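 active = inhibition above the screen-wide mean plus 3 SD, limit set per campaign, cut at about 26% in these data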;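 also: 0% = LYPLA2 with DMSO and 100% = wells lacking LYPLA2 enzyme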
GSTO1 counter: GSTO1 inhibition, counter-screen for RBBP9 inhibitors | recombinant GSTO1, activity-based probe fluorescence polarization | inhibition, % at 5.96 µM | actives 1.1% (n = 300,000) | AID 1974;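 active = inhibition above the campaign mean inhibition plus 3 SD, cut at about 35% in these data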;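 also: 0% = GSTO1-1 with DMSO and 100% = wells lacking GSTO1-1 enzyme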
Target sequence (P78417 whole entry, looked up): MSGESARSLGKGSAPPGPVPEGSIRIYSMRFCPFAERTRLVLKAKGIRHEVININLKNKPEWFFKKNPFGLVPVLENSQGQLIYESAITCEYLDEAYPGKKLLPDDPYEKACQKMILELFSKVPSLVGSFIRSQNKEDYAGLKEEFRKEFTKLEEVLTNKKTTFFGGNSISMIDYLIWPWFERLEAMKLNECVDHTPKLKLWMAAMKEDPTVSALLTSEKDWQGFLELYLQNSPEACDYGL
PAD4 FP inh: PAD4 (human) enzyme inhibition | Q9UM07 | recombinant PAD4, RCA probe fluorescence polarization | inhibition, % at 6.36 µM | actives 0.41% (n = 330,000);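 active = percent inhibition above a cutoff equal to the mean of all tested compounds plus 3 SD, cut at about 15% in these data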;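 also: 0% = PAD4 with RCA probe and DMSO and 100% = probe without PAD4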
pPAFAH inh: inhibitors of human plasma PAF acetylhydrolase (pPAFAH); actives 1.5% (n = 330,000); recombinant pPAFAH, FP-rhodamine probe fluorescence polarization; AID 463082; inhibition, % at 3.39 µM;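 active = inhibition above the mean inhibition across the screen plus 3 SD, cut at about 25% in these data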;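 also: inhibitors block binding of the rhodamine activity-based probe so polarization drops; 0% = enzyme with DMSO and 100% = wells lacking pPAFAH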
Target sequence (Q13093 whole entry, looked up): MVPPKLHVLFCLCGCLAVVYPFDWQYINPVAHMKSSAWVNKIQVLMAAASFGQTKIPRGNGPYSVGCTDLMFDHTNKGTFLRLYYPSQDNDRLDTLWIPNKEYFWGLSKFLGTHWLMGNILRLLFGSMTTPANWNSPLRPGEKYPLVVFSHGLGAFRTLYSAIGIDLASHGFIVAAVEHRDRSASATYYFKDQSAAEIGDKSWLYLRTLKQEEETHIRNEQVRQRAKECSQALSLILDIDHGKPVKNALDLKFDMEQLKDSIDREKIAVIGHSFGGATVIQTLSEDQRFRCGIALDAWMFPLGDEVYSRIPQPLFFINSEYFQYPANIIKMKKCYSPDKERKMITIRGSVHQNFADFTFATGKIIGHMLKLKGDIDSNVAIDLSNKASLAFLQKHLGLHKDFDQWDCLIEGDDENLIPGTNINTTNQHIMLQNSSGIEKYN
LYPLA1 counter: LYPLA1 (human) inhibition in PME1 counter-screen | O75608 | recombinant LYPLA1, FP-Rh probe fluorescence polarization | inhibition, % at 5.9 µM | actives 0.16% (n = 320,000) | AID 2174;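 active = inhibition above the mean of all tested compounds plus 3 SD, set per campaign, cut at about 14% in these data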;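 also: inhibitors block serine hydrolase probe labeling of LYPLA1 so polarization falls; 0% = enzyme with DMSO and 100% = wells lacking LYPLA1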
PAFAH1B2 inh: PAFAH1B2 (human) inhibition. AID 492953. P68402. actives 1.2% (n = 340,000). inhibition, % at 3.39 µM. recombinant PAFAH1B2, FP-rhodamine activity probe, fluorescence polarization;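 active = inhibition above the mean of all tested compounds plus 3 SD, cut at about 24% in these data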;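 also: 0% = enzyme with DMSO and 100% = wells lacking PAFAH1B2; many of its hits are not listed in these tables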
Target sequence (P68402 whole entry, looked up): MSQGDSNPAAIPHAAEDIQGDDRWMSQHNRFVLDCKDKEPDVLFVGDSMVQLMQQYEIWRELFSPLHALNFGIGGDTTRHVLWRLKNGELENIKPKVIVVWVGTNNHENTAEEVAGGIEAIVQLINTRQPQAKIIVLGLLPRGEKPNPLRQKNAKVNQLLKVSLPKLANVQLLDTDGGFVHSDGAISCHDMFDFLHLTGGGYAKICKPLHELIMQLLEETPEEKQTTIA
PAFAH2 inh: PAFAH2 (human) inhibition. actives 0.99% (n = 340,000). recombinant PAFAH2, FP-rhodamine activity probe, fluorescence polarization. inhibition, % at 3.39 µM;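 active = inhibition above the mean over all tested compounds plus 3 SD, cut at about 30% in these data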;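 also: inhibitors block probe labeling of enzyme so polarization drops; 0% = enzyme with DMSO and 100% = wells lacking PAFAH2 protein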
PME-1 primary: blocks human protein phosphatase methylesterase 1; Q9Y570; recombinant PME-1, FP-Rh probe fluorescence polarization; inhibition, % at 5.9 µM; actives 0.53% (n = 320,000);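 active = inhibition above the campaign mean of all compounds plus 3 SD, cut at about 26% in these data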;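 also: competitive labeling of PME-1 active site by serine hydrolase directed probe; 0% = PME-1 with DMSO and 100% = wells lacking PME-1 enzyme; inhibitors block probe labeling so polarization falls and inhibition rises; many of its hits are not listed in these tables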
PAFAH1B3 inh: PAFAH1B3 (human) inhibition. actives 0.28% (n = 340,000). recombinant PAFAH1B3, FP-rhodamine probe, fluorescence polarization. AID 492972. inhibition, % at 3.39 µM. Q15102;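 active = inhibition above the screen-wide average of all tested compounds plus 3 SD, cut at about 25% in these data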;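 also: 0% = enzyme with DMSO only and 100% = wells lacking PAFAH1B3 protein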
* marks the source's active call; other numbers are inactive results; . = not tested or not shown; & = joins results of further samples. This is a subset, so the mix of outcomes need not match the whole.

SMILES	LYPLA2 counter	GSTO1 counter	PAD4 FP inh	pPAFAH inh	LYPLA1 counter	PAFAH1B2 inh	PAFAH2 inh	PME-1 primary	PAFAH1B3 inh
Cc1nc(SCc2ccc(OCCC(C)C)cc2)n[nH]1	-1	-6	-1	6	-4	3	0	-8	4
CC(C)CNC(=O)CC(=O)N/N=C/c1ccc(Br)cc1	-2	-2	-8	7	-1	4	1	-2	2
Cc1ccc(/C=N/NC(=O)Cc2ccc(Cl)cc2)s1	-4	-3	-8	-2	-4	3	4	-4	0
COc1ccc(-c2nc(CC(=O)Nc3cccc(S(=O)(=O)NC4=NCCC4)c3)cs2)cc1	2	.	-1	-3	16*	-2	1	-2	3
CN(C)C1=NCCN1CCc1ccc(F)cc1	-3	1	-3	5	1	1	0	-1	2
CC(=O)c1cc(NC(=O)c2ccc(Cl)cc2)c(=O)oc1/C=C/N(C)C	2	0	-3	15	-2	10	6	-5	7
NC(=O)c1nsc(C(=O)N(CCCN2CCOCC2)C(C(=O)NC2CCCCC2)c2ccc(Cl)cc2)c1N (stereo not given)	0	3	1	1	1	3	-12	2	4
O=C(N/N=C/c1cn(-c2ccccc2)nc1-c1cccnc1)c1cccnc1	12	-4	-1	-4	-3	-3	-2	-3	8
CCc1nnc(NC(=O)CCN2C(=O)CCC2=O)s1	0	-4	1	3	-2	0	3	0	0
COc1ccc(C(CNC(=O)COc2ccccc2C)N2CCCCC2)cc1 (stereo not given)	-3	.	-6	4	-1	-1	2	1	9
NS(=O)(=O)c1ccc(CNC(=O)c2cc(-c3cccnc3)nc3ccc(Cl)cc23)cc1	-15	-15	-3	1	-9	-3	-15	-12	-13
CCn1c(SCC(=O)N2CCOCC2)nc2sc3c(c2c1=O)CCCC3	-5	-1	-1	1	1	4	7	5	1
Cc1ccc(S(=O)(=O)Nc2ccc(NC(=O)CN3CCCCC3)c(Cl)c2)cc1	-2	6	-2	26*	-2	8	3	-4	10
Cc1ccccc1NC(=S)NCCO	0	2	-4	5	3	-2	8	2	-1
CCOC(=O)N1CCN(C(=S)NC(=O)c2ccc(F)c(F)c2)CC1	6	8	2	5	2	3	-2	-1	9
COc1cc(OC)cc(-n2nnnc2SCC(=O)NCc2ccc3c(c2)OCO3)c1	-10	-1	-5	-11	-2	2	-4	-11	4
COc1ccc(-c2cn(-c3ccccc3)c3[n+]2CCS3)cc1	15&-4	-5&-1	3&-5	-6&-7	4&1	1&3	-2&5	4&3	7&-1
Cc1ccc(C(=O)Nc2nccc(C)n2)cc1	-4	-1	0	1	-4	-1	6	-4	4
CC1CC(N(C(=O)C2CC2)c2ccccc2)c2ccccc2N1C(=O)C1CC1 (stereo not given)	-2	-7	4	4	-6	2	0	7	-4
CCn1c(=O)c(C(=O)Nc2ccc(C)cc2C)c(O)c2ccccc21	-2	0	3	6	-1	3	2	-2	3
c1ccc(C2[C@H]3CN(Cc4cccnc4)[C@H](c4ccccc4)C34CC2(c2cccnc2)C4)cc1 (stereo not given in full)	1	1	4	4	-2	3	-2	-3	0
O=C(COC(=O)/C=C/c1ccc([N+](=O)[O-])cc1)NCc1ccco1	3	-3	-1	6	-2	2	13	-2	9
CC(=O)c1cn(CCCCCCCn2cc(C(C)=O)c(=O)[nH]c2=O)c(=O)[nH]c1=O	5	3	1	1	-6	5	2	-3	12
O=C(COc1ccccc1Cl)Nc1cccnc1	5	3	2	5	3	5	5	-3	1
O=C(O)CCC(=O)Nc1ccc(Br)cc1C(=O)c1ccccc1	3	7	1	5	0	5	11	-4	9
More structures:
SMILES	LYPLA2 counter	GSTO1 counter	PAD4 FP inh	pPAFAH inh	LYPLA1 counter	PAFAH1B2 inh	PAFAH2 inh	PME-1 primary	PAFAH1B3 inh
CC1CCN(C(=O)c2ccc(S(=O)(=O)Cc3ccccc3F)c([N+](=O)[O-])c2)CC1	10	-1	6	10	-1	6	0	0	0
O=C(NCC1CCCO1)C(c1ccc(F)cc1)N(Cc1ccc(F)cc1)C(=O)Cn1nnc(-c2cccs2)n1 (stereo not given)	5	-7	0	8	0	3	-6	-1	-5
Cc1ccnc(NS(=O)(=O)c2ccc(NC(=O)COc3ccccc3)cc2)n1	-1	3	-2	4	-1	2	1	1	-5
Cn1c(OCc2cccnc2)nc2c1c(=O)n(Cc1ccc(Cl)cc1)c(=O)n2C	14	6	13	-4	9	3	6	-6	6
COc1cccc(CN2CCNC(=O)C2CC(=O)NCCn2ccc3ccccc32)c1OC (stereo not given)	1	4	-3	8	-2	3	11	3	-4
Cc1nc(C)c(-c2csc(Nc3ccc(O)cc3C)n2)s1	-6	0	-5	6	-2	4	10	-2	-2
Cc1ccc(C(=O)NCC(=O)NCCCc2ccccc2)cc1	0	3	3	-3	1	4	3	-2	0
CCC(=O)Nc1ccc(S(=O)(=O)N2CCc3ccccc32)cc1	0	-1	2	4	0	5	4	0	8
CCCc1cc(=O)oc2cc(C)cc(OCC(=O)Nc3cccnc3)c12	7	5	1	-12	-3	6	9	-6	15
COc1ccc2oc(C(F)(F)C(F)F)cc(=O)c2c1	2	11	1	5	2	-1	0	-4	1
C=CCOC(=O)Nc1c(C(=O)OC)[nH]c2ccc(Cl)cc12	-4	-5	-2	7	-6	1	-7	5	-2
CCOC(=O)CCSc1n[nH]c(=S)s1	-2	-1	-1	5	-2	4	-2	2	8
CS(=O)(=O)N1CCc2cc(S(=O)(=O)Nc3ccc4c(c3)OCCO4)ccc21	5	8	3	7	0	1	-5	-3	15
COc1cccc(CNc2nc3ccccc3n2CCN2CCCCC2)c1	-3	-10	-2	3	4	2	3	5	3
CCOc1ncccc1C(=O)N(C)CC(=O)Nc1ccc(C)cc1	6	-5	3	3	1	2	9	-2	11
COc1cccc(CNC(=O)c2ccc(OCC(=O)N3CCOCC3)c(OC)c2)c1	-8	4	-2	-3	-4	-3	3	-6	1
O=C(NC1CCCCC1)N1CCN(C2CCCCC2)CC1	2	6	0	1	1	6	2	-2	2
NC(=O)c1ccc(Oc2ccc(-c3nnco3)cc2)c([N+](=O)[O-])c1	8	7	2	-3	-2	2	7	0	-3
CCCCNC(=O)C1(O)c2cc(Br)ccc2NC(=O)N1c1cccc(OC)c1 (stereo not given)	2	1	-3	0	0	4	2	1	3
CC1(C)CN=C(NC2CCCCC2)S1	0	-6	0	5	1	-2	-10	2	2
Cc1nn(C)c(C)c1NS(=O)(=O)c1ccccc1	3	0	-1	-1	2	0	-2	-1	5
O=C(COC(=O)C1=COCCO1)Nc1ncc(Cl)cc1Cl	4	15	-2	5	4	8	14	1	8
COc1ccc(CCN2C(=O)CC(Cc3ccc(C)cc3)C2=O)cc1OC (stereo not given)	4	-3	-5	1	-2	1	9	-4	6
CCO[C@H]1OC(C(=O)N2CCN(Cc3ccc4c(c3)OCO4)CC2)=C[C@@H](c2ccc(Br)cc2)[C@@H]1CCCO	8	-3	2	11	3	-3	8	4	2
CCn1cc(S(=O)(=O)Nc2cc(F)ccc2C)cn1	-1	3	-3	15	3	8	2	-2	-4

Reformatted bar-delimited: 3 of the compounds above
SMILES | LYPLA2 counter | GSTO1 counter | PAD4 FP inh | pPAFAH inh | LYPLA1 counter | PAFAH1B2 inh | PAFAH2 inh | PME-1 primary | PAFAH1B3 inh
O=C(NC1CCCCC1)N1CCN(C2CCCCC2)CC1 | 2 | 6 | 0 | 1 | 1 | 6 | 2 | -2 | 2
NC(=O)c1ccc(Oc2ccc(-c3nnco3)cc2)c([N+](=O)[O-])c1 | 8 | 7 | 2 | -3 | -2 | 2 | 7 | 0 | -3
CCCCNC(=O)C1(O)c2cc(Br)ccc2NC(=O)N1c1cccc(OC)c1 (stereo not given) | 2 | 1 | -3 | 0 | 0 | 4 | 2 | 1 | 3

(further entries)
SMILES	LYPLA2 counter	GSTO1 counter	PAD4 FP inh	pPAFAH inh	LYPLA1 counter	PAFAH1B2 inh	PAFAH2 inh	PME-1 primary	PAFAH1B3 inh
COc1ccccc1CNC(=O)c1ccc2c(=O)n(CCCN3CCCC3=O)c(=S)[nH]c2c1	-6	6	3	12	-2	0	8	-2	6
O=C(N/N=C/c1ccc(-c2ccc(Cl)c(C(=O)O)c2)o1)c1cc2c(ccc3ccccc32)o1	-20	-97	-11	15	-14	2	8	-41	9
CCOc1ccc(CCNC(=O)COC(=O)c2ccc(C)s2)cc1OCC	1	-3	-1	2	0	2	4	1	2
COc1cccc(-n2c(SCC(=O)OC(C)C)nnc2-c2cccnc2)c1	-2	-3	0	1	-4	0	8	-5	7
O=C1CSC(c2ccccc2F)N1 (stereo not given)	7	5	4	3	0	6	-2	-4	8
CC(C)(C)OC(=O)NCCCC[C@H](NC(=O)c1[nH]cnc1C(=O)Nc1ccc(CNC(=O)OC(C)(C)C)cc1)C(=O)OC(C)(C)C	-68	-26	5	-27	-35	.	.	-69	.
CCOC(=O)CSCc1c(C#N)c2ccccc2n1C	7	1	5	3	3	2	6	6	2
CC(C)n1nc(C(=O)OCC(=O)N(C)C2CCS(=O)(=O)C2)c2ccccc2c1=O (stereo not given)	-2	-2	-3	1	-1	0	1	4	-4
O=C(CN1C(=O)NC(Cc2ccccc2)C1=O)NC(=O)NC1CCCCC1 (stereo not given)	-1	-3	-11	-6	-3	5	2	-13	0
COCCCNC(=S)N1CCN(c2nc(-c3cccc(OC)c3)cs2)CC1	-10	9	2	5	-3	-2	-5	-3	6
CCOC(=O)C1=C(C)N(C[C@@H]2CC[C@@H](Cc3ccc(-c4ccccc4)cc3)O2)C(=O)NC1c1cccc([N+](=O)[O-])c1 (stereo not given in full)	.	.	-6	-2	.	-3	5	.	4
CCOc1ccc(C(=O)C(C)OC(=O)c2cnc(C)cn2)cc1 (stereo not given)	3	1	0	2	2	4	5	-2	-1
CC(C)c1nc(N2CCN(C(=O)c3ccccc3)CC2)c(C#N)c2c1COC(C)(C)C2	3	-8	-2	7	4	0	-2	9	1
COC(=O)c1ccc(N=NNc2cccc(Br)c2)cc1	-8	-1	-1	-1	-4	-1	-3	-10	4
CN1C(=O)CC(c2cn(Cc3ccccc3)c3ccccc23)C1=O (stereo not given)	-4	-4	-9	10	-2	2	-1	2	-3
CCS(=O)(=O)N1CCC(C(=O)NCc2cccnc2)CC1	-5	7	-6	0	1	-1	9	3	7
CCOC(=O)CCc1nc2ccccc2[nH]c1=O	6	2	-1	4	1	3	4	-6	7
O=c1c(C(c2ccc(F)cc2)c2c(O)nc3n(c2=O)CCCS3)c(O)nc2n1CCCS2	-8	3	-1	-4	-4	1	1	-3	4
CC(=O)N1N=C(c2ccccc2O)CC1c1cccs1 (stereo not given)	0	6	-2	7	2	4	-3	-2	9
Cn1cc([N+](=O)[O-])c(C(=O)Nc2ccc3nc(-c4ccccc4)[nH]c3c2)n1	-6	-5	-7	6	-7	3	11	8	10
COc1ccc(OC)c(C2C(C(C)=O)=C(C)Nc3ncnn32)c1 (stereo not given)	4	3	-6	-1	-2	-1	-2	-4	11
Cc1cccc(OCc2nnc(SC(C)C(=O)O)n2Cc2ccccc2)c1 (stereo not given)	3	2	-1	5	1	2	1	-5	6
Cc1ccc(C(=O)c2c3ccc([N+](=O)[O-])cc3[n+]([O-])n2CCCN)cc1	-4	14	-9	2	-1	2	-2	0	9
CC1CCN(S(=O)(=O)c2ccc(Br)s2)CC1	0	3	-4	-1	3	29*	-7	2	-1
O=C(CN1CCOCC1)Nc1scc2c1c(=O)oc1ccccc12	-1	-13	-3	2	-3	.	.	5	.
O=C(O)c1cc(-c2ccc(/C=N/N3C(=O)C4C5C=CC(CC5)C4C3=O)o2)ccc1Cl (stereo not given)	1	-3	-4	3	-2	2	-1	5	8
